# Assay outcomes from PubChem.
# FN deposition inh: fibronectin deposition inhibition; AH1F fibroblasts, Alexa488-fibronectin deposition fluorescence, overnight; hit rate 0.086% among 350,000; inhibition, % at 12.6 µM;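 active means mean inhibition across replicates of 30% or more, regardless of how many single replicates reach that level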;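 further: positive control wells lacked labelled fibronectin entirely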
#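 Schedule: 1 h cell adhesion before compound, then overnight fibronectin incubation; test system: AH1F fibroblast monolayer depositing Alexa488-labelled fibronectin into matrix; quantity: 10000 AH1F cells per well; probe or stimulus: fluorescent fibronectin at 24 nM final; signal: fluorescence, ex 485 nm, em 525 nm; evaluation: percent inhibition as loss of matrix-bound fibronectin fluorescence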
# PAX8 reporter: PAX8 transcriptional activity inhibition | RMG-I TPO-luciferase reporter, SteadyGlo, 24 h | inhibition, % at 12.6 µM | hit rate 1.2% among 360,000 | AID 652154;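 active means mean replicate inhibition at least 60% with every replicate also reaching 60%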;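 further: luciferase light reporting Pax8 driven TPO promoter activity; plate controls were median of neutral control wells for no effect and mitoxantrone controls for full effect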
# miR-122 sensor: inhibitors of miR-122 in Huh7 cells | Huh7 miR-122 Renilla luciferase sensor, 48 h; neutral wells = 0, positive control = 100 | activation (reporter increase), % at 12.5 µM | hit rate 0.3% among 340,000 | AID 602342;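 active means mean replicate activation score at least 90 and every replicate individually at or above 90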;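 further: higher luciferase means less miR-122 activity so hits act as miR-122 inhibitors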
# * hit, by the source's call; . = no result given. This is a subset, so the mix of outcomes need not match the whole.
SMILES,FN deposition inh,PAX8 reporter,miR-122 sensor
CC(Oc1ccc(Cl)cc1)C(=O)/C=C/N(C)C (configuration not stated),.,6,2
COc1cccc(C(=O)Oc2cccc(N3C(=O)C4C5CC(C(Br)C5Br)C4C3=O)c2)c1 (configuration not stated),.,-2,-5
Cc1cccc(C)c1NC(=O)C1CCCNC1 (configuration not stated),.,8,5
CC(Sc1nc(-c2ccccc2)nc2c1COC(C)(C)C2)C(=O)N1CCOCC1 (configuration not stated),.,-4,-3
CCOc1ccc(NC(=O)c2ccccc2OCC(=O)c2ccc(C)cc2)cc1,.,-6,-22
CCc1ccc2c(COC(=O)c3n[nH]c4ccccc34)cc(=O)oc2c1,.,-117,5
O=C(Oc1cccnc1)c1ccc(Cl)cc1,.,-4,-9
CCOc1ccc(-c2nc(C#N)c(NCC(C)C)o2)cc1,.,-11,-8
N#Cc1ccc(-c2ccc(F)cc2)nc1Oc1ccc(Cl)c(Cl)c1,.,26,-3
Cc1ccccc1Cn1nc(C)c(NC(=O)c2sc3ccccc3c2Cl)c1C,.,2,-12
Cc1ccc(N2C(=O)C3C(c4ccccc4)(C2=O)C3(c2ccccc2)c2ccccc2)cc1 (configuration not stated),.,21,1
COC(=O)c1ccc(OC(=O)c2ccccn2)cc1,.,-4,-5
Cn1c(=O)n(C/C=C/c2ccccc2)c(=O)c2c1nc1n2CCCN1Cc1ccccc1,.,14,8
CCCCNC(=O)Nc1cnn(CC)c1C(N)=O,.,5,-6
Cc1nc(Nc2ccccc2)[nH]c(=O)c1CCC(C)C,.,21,-9
O=S(Cc1ccccc1)CC(O)(c1ccccc1)c1ccccc1 (configuration not stated),.,14,8
Cc1ccc(CNC(=O)CCNC(=O)Cn2ccc3ccccc3c2=O)o1,.,4,-17
N#CC1=C(N)SC(N)=C(C#N)C1C1C=CCCC1 (configuration not stated),.,20,-2
COC(=O)C1=C(C)OC(N)=C(C#N)C1c1ccc(OC)c(CSc2ccccn2)c1 (configuration not stated),.,-13,-1
CC(=O)Oc1cccc(N2C(=O)C3C4C=CC(C4)C3C2=O)c1 (configuration not stated),.,4,-16
CCOc1ccccc1C(=O)NC(CO)C(=O)O (configuration not stated),.,-14,2
CC(=O)c1c(C)[nH]c(C(=O)CSc2nnc(-c3ccco3)n2Cc2ccccc2)c1C,.,-6,31
Cc1ccc(N(Cc2cc(=O)[nH]c3ccccc23)C(=O)c2ccco2)cc1,.,36,7
Cc1nc(Nc2nc3ccccc3o2)nc2c1CCC2,.,31,-17
CCN(CC)CCOc1nc(C)nc2c1oc1ccccc12,3,.,0
O=C(COc1cccc(Oc2ccccc2)c1)Nc1ccc(SC(F)F)cc1,7,.,1
O=C(CSc1nnc(-c2cccnc2)n1Cc1ccco1)c1ccc(Cl)c(Cl)c1,5,.,0
Cc1ccc(C(C2=C(O)CC(C)(C)CC2=O)C2C(=O)CC(C)(C)CC2=O)o1 (configuration not stated),-15,.,-2
c1ccc(-n2nnnc2OCCOc2nnnn2-c2ccccc2)cc1,8,.,-1
COc1c2c(nc3occc13)C(CC=C(C)C)(OC)C(OC(C)=O)CC2 (configuration not stated),13,.,-1
O=C(NC1CC2CCCC(C1)N2C(=O)Nc1ccccc1)c1ccncc1 (configuration not stated),4,.,-4
OC1CCCCC1Sc1nc2ccccc2s1 (configuration not stated),-3,.,-4
CS(=O)CSc1nc2c(cc1C#N)CCCC2 (configuration not stated),3,.,-5
C/C(O)=c1/ccc2cccc3nc(C)nc1c23,-9,.,-5
Cc1ccc2c(c1)/C(=N/OC(=O)c1ccc(F)cc1)CCS2,6,.,1
CC1Cc2ccccc2N1C(=O)CCNS(=O)(=O)c1ccc2c(c1)CCC(=O)N2 (configuration not stated),-10,.,-17
C=CCn1c(C)cc(C(=O)CSc2nnc(-c3cccc(S(=O)(=O)N(CC)CC)c3)o2)c1C,7,.,11
CCN(CC)C(=O)CSc1nnc([C@@H](NC(=O)OC(C)(C)C)C(C)C)o1,-4,.,1
O=S(=O)(c1cccc2nsnc12)N1CCN(C/C=C/c2ccccc2)CC1,-4,.,-5
CCC(C)(C)C1CCc2c(sc(NC(=O)c3ccoc3C)c2C(N)=O)C1 (configuration not stated),12,.,-7
CCCCC(=O)NNC(=S)NC(=O)c1cccc([N+](=O)[O-])c1,-10,.,-8
COc1cc(-c2nc(-c3ccncc3)no2)cc(OC)c1OC,-4,.,7
CC1Cc2ccccc2N1C(=O)CN1C(=O)NC(C)(c2ccc3c(c2)OCCO3)C1=O (configuration not stated),3,.,4
CCn1c(SCC(=O)Nc2ccccc2)nc2c1c(=O)n(C)c(=O)n2C,1,.,-1
O=c1c2ccccc2nc(-c2cccc(Cl)c2)n1O,0,.,2
CN(CC(=O)Nc1ccccc1Cl)C(=O)COC(=O)CNC(=O)c1ccc(Br)o1,13,.,-1
O=C(Nn1cnnc1)c1cc2c(s1)CCCC2,10,.,-2
CCCOc1ccccc1C(=O)NC(CO)C(=O)O (configuration not stated),4,.,-5

# As a working copy, some entries already given:
SMILES,FN deposition inh,PAX8 reporter,miR-122 sensor
CC1Cc2ccccc2N1C(=O)CN1C(=O)NC(C)(c2ccc3c(c2)OCCO3)C1=O (configuration not stated),3,.,4
CCn1c(SCC(=O)Nc2ccccc2)nc2c1c(=O)n(C)c(=O)n2C,1,.,-1
O=c1c2ccccc2nc(-c2cccc(Cl)c2)n1O,0,.,2
CN(CC(=O)Nc1ccccc1Cl)C(=O)COC(=O)CNC(=O)c1ccc(Br)o1,13,.,-1
O=C(Nn1cnnc1)c1cc2c(s1)CCCC2,10,.,-2
CCCOc1ccccc1C(=O)NC(CO)C(=O)O (configuration not stated),4,.,-5

# Continuation:
SMILES,FN deposition inh,PAX8 reporter,miR-122 sensor
COc1ccc(CNS(=O)(=O)c2ccc(S(=O)(=O)N3CCCCC3)cc2)cc1,7,.,0
Cc1ccc(NC(=O)CSc2nnc(C3CCCCC3)n2N)cc1F,-7,.,21
c1ccc2c(c1)CCOC2CNCCCN1CCCCC1 (configuration not stated),-1,.,6
CCCSc1nc2c(c(=O)[nH]c(=O)n2C)n1Cc1ccc(C)cc1,0,.,-2
COc1ccc(/C=C2\CCCC3C2=NN(C(=O)COC(=O)CNC(=O)c2ccccc2)C3c2ccc(OC)cc2)cc1 (configuration not stated),-9,.,-10
O=C(CN1C(=O)CSc2ccccc21)Nc1ccc2c(c1)OCCO2,-6,.,2
CC(c1ccccc1)n1cc(C(=O)NCc2cccnc2)nn1 (configuration not stated),17,.,-7
CCCCNC(=O)CSc1cc(=O)n(C)c2ccccc12,7,.,2
O=C(CN1CCC(O)(c2ccc3c(c2)OCO3)CC1)OC1CCCCC1,1,.,-2
O=C(N/N=C/c1cccs1)C1COc2ccccc2O1 (configuration not stated),-2,.,6
Cc1cccc(C(=O)c2cnc3ccccc3c2-c2ccccc2)c1,4,.,1
CCc1ccccc1NC(=O)CC1S/C(=N\c2nccs2)N(CC)C1=O (configuration not stated),4,.,3
CCC(=O)Nc1sc2c(c1C(N)=O)CCC2,4,.,4
CCC(=O)NCCc1c[nH]c2ccccc12,1,.,0
COC(=O)C(O)(CC(=O)Nc1ccccc1OC)C(F)(F)F (configuration not stated),-2,.,-1
COC(=O)c1cc(OC)c(OC)cc1NC(=O)Cc1ccccc1[N+](=O)[O-],-14,.,2
COc1cc(C(=O)Nc2c(C)cc(C)cc2C)c(-n2cnnn2)cc1OC,2,.,0
CCOC(=O)c1ccc2c(c1)nc(SC/C(O)=C(\C#N)c1nc3ccccc3[nH]1)n2CC,16,.,2
CCCCCn1c(CNC(=O)c2cccs2)nc2ccccc21,-2,.,-2
CCCCSc1nc(NCc2ccco2)c2c3c(sc2n1)COC(C)(C)C3,-4,.,-2
O=C(Nc1nc(-c2cccnc2)cs1)c1ccc(S(=O)(=O)N2CCOCC2)cc1,-3,.,3
COc1ccc(-c2nnnn2C)cc1S(=O)(=O)NCCc1ccccc1,-26,.,46
Cc1ccccc1Cn1nnc2c1C(=O)c1ccccc1C2=O,6,.,-2
O=C(Nc1ccccc1N1CCN(C(=O)c2ccc(Cl)cc2)CC1)c1ccc2c(c1)OCO2,-12,.,-4
O=C(c1cnccn1)N1CCc2ccccc21,4,.,-4
N/C(=N\c1nc2ccccc2o1)NC(=O)c1ccccc1,6,.,0
CCCNC(=O)NCc1ccc(N2CCCC2=O)cc1,1,.,1
CCOC(=O)N1CCN(C(=O)c2ccc(Cl)c(S(=O)(=O)N3CCOCC3)c2)CC1,3,.,2
CC(C)NC(=O)c1n[nH]c(=O)c2ccccc12,-7,.,1
Cc1cccc(C)c1NC(=O)C(c1ccc([N+](=O)[O-])cc1)N1CCCCC1 (configuration not stated),-5,.,47
CCOC(=O)Nc1ccc(=O)n(Cc2c(Cl)cccc2Cl)c1,-14,.,18
CC(C)(C)NS(=O)(=O)c1ccc(OCC(=O)Nc2ccc3c(c2)OCCO3)cc1,2,.,112*
CC(C)(Oc1ccc(Cl)cc1)C(=O)Nc1ncccn1,0,.,13
O=C(O)CCCCCNc1nc(=S)[nH]c2ccccc12,8,.,1
Cc1cc(NCCC(C)C)n2nc(C)c(-c3ccccc3)c2n1,-2,.,1
COc1ccc(N(CC(O)CN2CCCCC2)S(=O)(=O)c2ccc(C)cc2)cc1 (configuration not stated),13,.,-1

# Given as labelled records: part of the list above.
> Cc1cc(NCCC(C)C)n2nc(C)c(-c3ccccc3)c2n1
- FN deposition inh: -2
- PAX8 reporter: .
- miR-122 sensor: 1
> CC(C)(Oc1ccc(Cl)cc1)C(=O)Nc1ncccn1
- FN deposition inh: 0
- PAX8 reporter: .
- miR-122 sensor: 13

# Additional entries follow.
SMILES,FN deposition inh,PAX8 reporter,miR-122 sensor
O=c1n(-c2cccc(Cl)c2)c(=O)n2n1CCC2,6,.,-9
CCOCC(=O)Nc1nc(-c2ccccc2)c(CC)s1,5,.,-8
CC(C)NC(=O)c1cc(-c2ccco2)nn1-c1ccc(Cl)cc1,7,.,1
O=C(O)CSCCn1cccn1,9,.,6
Cc1cc(C(C)(C)C)oc1C(=O)N(CC(=O)NC1CCCC1)Cc1ccccc1,2,.,-8
COC(=O)CN(c1nc(C)c(Br)c(OC)n1)S(=O)(=O)c1ccc(C)cc1,0,.,4
O=C(CS(=O)(=O)Cc1ccccc1)N1CCc2ccccc2C1,10,.,-14
Cc1cccc(-n2nnc(C(=O)Nc3ccc(F)cc3)c2N)c1,-3,.,-12
COc1ccc2nc(N3CCOCC3)cc(C)c2c1,-17,.,-5
CCOC(=O)C1=C(c2ccccc2)N2CCS(=O)(=O)N=C2S1,-10,.,4
CCCC(=O)Nc1ccc(C(=O)Nc2nnc(COC)s2)cc1,-5,.,9
Cc1ccc(C(=O)NCCCN2CCOCC2)o1,0,.,-12
CN1CCN(C(=O)c2ccc3ccccc3c2)CC1,-4,.,-4
COC(=O)c1sccc1NC(=O)c1cc(OC)c(OC)c(OC)c1,12,.,1
CCn1c(=O)c2c3c(sc2n(C)c1=O)CCC3,-12,.,-3
CCc1cc2c(=O)c(-c3nc4ccccc4n3C)coc2c(CN2CCN(C)CC2)c1O,2,.,8
N#Cc1nc(-c2cccs2)oc1NCc1ccco1,0,.,-7
C=CCn1c(Sc2nc(C)cs2)nc2c1c(=O)[nH]c(=O)n2C,2,.,7
Cc1ccc(COc2coc(CO)cc2=O)cc1,-1,.,-18
CN(C)CCCNCCCNC(=O)/C(=N\O)c1ccccn1,3,.,-14
C=COCCNC(=O)C1CC(=O)N(c2ccc(C)cc2)C1 (configuration not stated),3,.,2
Cc1nnc(SCCC(=O)Nc2nc(-c3ccccc3)ns2)s1,6,.,0
COc1cc(NC(=O)c2ccc3c(=O)n(Cc4ccco4)c(=S)[nH]c3c2)cc(OC)c1OC,1,.,-4
Cc1[nH]nc(-c2ccc(O)c(C)c2O)c1Oc1ccccc1,-7,.,-12
Cc1ccc(-c2nc(CSCC(=O)N3CCCC3)c(C)o2)cc1,7,.,-15
Cc1ccc(-n2c(SCC(=O)NCC3CCCO3)nc3c(c2=O)SCC3)cc1 (configuration not stated),-16,.,-4
O=C(Nc1ccc(-n2ccnc2P(=O)(O)c2ccccc2)cc1)c1ccccc1Cl,0,.,-9
Cc1ccc(C(=O)O/N=C2\CC3CCC2(C)C3(C)C)cc1 (configuration not stated),-5,.,-5
COCCN(C(=O)C(F)(F)F)C(C(=O)NC1CCCCC1)c1ccco1 (configuration not stated),-16,.,-5
COc1cc(OC)cc(C(=O)NC2=NCCS2)c1,-9,.,3
Cc1ccc(-c2nc3ccccc3o2)cc1NC(=O)c1ccc2c(c1)OCO2,-3,.,0
CC(=NCCCn1ccnc1)c1c(O)n(Cc2ccccc2)c(=O)[nH]c1=O,-6,.,-1
CCN(CC)S(=O)(=O)c1cccc(-c2nnc(SC(C)C#N)n2Cc2ccccc2)c1 (configuration not stated),-5,.,3
CSc1nc(NCC(C)C)nc(N2CCOCC2)n1,11,.,4
COc1ccc(NC(=O)CSc2nnc(-c3ccoc3C)n2CC2CCCO2)cc1 (configuration not stated),14,.,-5
Cc1ccc(OCCn2c(C)c(/C=N/n3cnnc3)c3ccccc32)cc1,25,.,-4
COc1ccc(C2(C(=O)NC(C)C)CCCC2)cc1OC,5,.,1
COc1ccccc1N1CCN(C2=NS(=O)(=O)c3ccccc32)CC1,20,.,-3
O=C(CCCn1c(SCC(=O)c2ccc(F)cc2)nc2ccccc2c1=O)NCc1ccco1,-5,.,3
Cc1cccc(CSCCNC(=O)c2ccc(N(C)S(=O)(=O)c3ccccc3)cc2)c1,-18,.,19
